ERa coact inh = blocks coactivator binding to human estrogen receptor alpha; TR-FRET ER-alpha LBD / SRC-1 peptide, estradiol-bound; inhibition, % at 25.6 µM; hit rate 1.7% among 86,000; AID 629; in the data active = inhibition above about 50%;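 note: 0% = receptor plus peptide control and 100% = peptide only without receptor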
Rev-RRE block = inhibitors of HIV-1 Rev-RRE RNA interaction. Rev peptide-RRE RNA binding, FRET. P05866. hit rate 0.79% among 97,000. AID 704. inhibition, % at 8 µM;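 active = inhibition above the screen-wide mean plus 3 SD, cut at about 35% in these data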;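 note: 0% = median DMSO wells and 100% = median Neomycin B control wells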
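Test system: labelled RRE RNA duplex and labelled Rev peptide. Times: 5 min compound–RNA preincubation, then 15 min with peptide, 25 °C. Doses: single-dose 8 µM. Measured by: FRET, excitation 480 nm, emission 540 nm donor and 671 nm acceptor. Measure: % inhibition of FRET ratio versus controls.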
FAK inh = blocks human focal adhesion kinase activity; biochemical FAK kinase activity assay; inhibition, %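 (tested at 7 µM)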; hit rate 0.84% among 97,000; AID 727; in the data active = inhibition above about 19%;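 note: 0% = DMSO and 100% = reference compound high control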
Plk1 PBD FP = blocks phosphopeptide binding to human Plk1 polo box domain. inhibition, %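 (tested at about 20 µM)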. hit rate 0.13% among 97,000. Plk1 PBD phosphopeptide binding, fluorescence polarization. AID 693. P53350; in the data active = inhibition above about 34%, passing the limit was not always enough
Target sequence (P53350 whole entry, looked up, the tested form may be a part): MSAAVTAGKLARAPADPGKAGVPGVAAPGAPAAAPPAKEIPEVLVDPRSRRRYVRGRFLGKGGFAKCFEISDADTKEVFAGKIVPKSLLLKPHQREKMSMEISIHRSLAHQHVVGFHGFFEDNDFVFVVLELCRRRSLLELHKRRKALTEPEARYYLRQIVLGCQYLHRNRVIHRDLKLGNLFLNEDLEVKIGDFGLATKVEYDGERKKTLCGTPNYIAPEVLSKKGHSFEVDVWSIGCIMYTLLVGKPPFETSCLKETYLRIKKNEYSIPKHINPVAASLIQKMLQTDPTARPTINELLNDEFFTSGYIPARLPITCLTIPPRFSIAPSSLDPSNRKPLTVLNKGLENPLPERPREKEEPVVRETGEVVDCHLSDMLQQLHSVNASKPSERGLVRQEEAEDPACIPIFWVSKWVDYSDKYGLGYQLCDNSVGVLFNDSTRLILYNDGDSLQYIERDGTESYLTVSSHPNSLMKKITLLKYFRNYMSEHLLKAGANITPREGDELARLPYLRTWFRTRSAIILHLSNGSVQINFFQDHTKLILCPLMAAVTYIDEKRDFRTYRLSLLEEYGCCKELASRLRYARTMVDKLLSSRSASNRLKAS
PLK1 inh = PLK1 (human) kinase inhibition. recombinant PLK1 kinase, TR-FRET peptide phosphorylation. AID 619. inhibition, % at 10 µM. P53350. hit rate 0.53% among 97,000;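 active = inhibition of 50% or more in the single-concentration screen; inactive = inhibition below 50%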;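 note: 0% = DMSO max control and 100% = H-89 dihydrochloride min control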
ERa SRC1 pot = ER-alpha (human) coactivator binding potentiation. P03372. coactivator binding (% of control), % at 25.6 µM. hit rate 1.3% among 86,000. TR-FRET ERalpha-LBD/SRC-Cy5 coactivator binding, 2 h; 100 = basal binding, no effect. AID 639; in the data active = activity above about 200%;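 note: binding measured in presence of low estradiol as agonist stimulus; 0% = peptide alone without receptor and 100% = receptor with peptide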
Mac1 fbg inh = blocks human CD11b/CD18 adhesion to fibrinogen; K562 CD11b/CD18 adhesion to fibrinogen, ATPlite luminescence; Mn2+ added to activate the integrin; inhibition, % at 10 µM; hit rate 0.54% among 93,000; AID 1497;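 active = primary inhibition of 50% or more at 10 µM, then 40% or more on retest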; note: some results filed as inactive read as strong as hits
CD11b adhes enh = CD11b/CD18-fibrinogen binding enhancement | K562 CD11b/CD18 adhesion to fibrinogen, ATPlite luminescence | hit rate 0.07% among 93,000 | AID 1499 | activation, % at 10 µM;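 active = 10 µM primary screen giving 50% or more activity, confirmed by 40% or more on retest at that dose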; note: strong numbers were not always called active
ERb coact inh = ER-beta (human) coactivator binding inhibition; inhibition, % at 25.6 µM; AID 633; Q92731; hit rate 1.3% among 86,000; TR-FRET ER-beta LBD / SRC1-Cy5 peptide binding; receptor agonist-loaded with 1 µM estradiol;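 active = compounds whose percent inhibition of the receptor-coactivator binding signal exceeds about 50% in the single-dose screen, limit read from the data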;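 note: 0% = receptor plus peptide wells without compound and 100% = peptide-only wells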
Target sequence (Q92731 whole entry, looked up, the tested form may be a part): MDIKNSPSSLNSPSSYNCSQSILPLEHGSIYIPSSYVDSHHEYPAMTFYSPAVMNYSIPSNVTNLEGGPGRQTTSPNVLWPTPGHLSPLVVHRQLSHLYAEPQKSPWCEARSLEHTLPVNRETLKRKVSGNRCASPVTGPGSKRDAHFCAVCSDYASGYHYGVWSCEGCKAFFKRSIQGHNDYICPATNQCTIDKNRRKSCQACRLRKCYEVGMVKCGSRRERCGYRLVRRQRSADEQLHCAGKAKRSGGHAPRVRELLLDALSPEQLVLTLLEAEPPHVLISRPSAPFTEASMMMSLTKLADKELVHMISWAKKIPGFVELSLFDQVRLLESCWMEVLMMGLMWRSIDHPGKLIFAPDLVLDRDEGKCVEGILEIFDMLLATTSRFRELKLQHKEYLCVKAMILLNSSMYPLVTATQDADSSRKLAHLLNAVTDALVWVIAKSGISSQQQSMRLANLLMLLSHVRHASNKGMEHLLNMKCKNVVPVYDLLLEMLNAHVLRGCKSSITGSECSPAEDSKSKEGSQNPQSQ
* hit, by the source's call; · = not tested or not shown; [ ] = remark or other dose.

Second line of a record: Mac1 fbg inh, Plk1 PBD FP, ERb coact inh, ERa coact inh, CD11b adhes enh, ERa SRC1 pot, FAK inh, PLK1 inh, Rev-RRE block
> O=C(C1CCC(CNS(=O)(=O)c2cccc3nsnc23)CC1)N1CC=C(c2ccccc2)CC1 (stereo not drawn)
    20, -1, 19, 14, 1, 125[fluorescence artefact?], 2, -19, 3
> CCC(=O)Nc1cccc(NC(=S)NC(=O)c2ccccc2Cl)c1
    ·, 8, ·, ·, ·, ·, -4, -9, -1
> Cc1nc(-c2ccccc2)sc1-c1nc(-c2ccncc2)ncc1S(=O)(=O)c1ccccc1
    4, 17, ·, ·, 0, ·, -3, -20, -2
> COc1ccc(NC(=O)CSc2nncs2)cc1OC
    -2, 2, 6, 1, -2, 92, 1, -9, 3
> O=C(Cn1c(=O)oc2cc(S(=O)(=O)N3CCCC3)ccc21)N1CCN(c2ccccn2)CC1
    -2, ·, 5, 1, 0, 111, ·, ·, ·
> Cc1nc2cccc(C(=O)NCc3ccccc3)c2o1
    -8, 4, 40[fluorescence artefact?], 64*, -3, 76, 1, -2, 9
> Cc1nnc(NC(=O)C2CCN(c3nnnn3-c3ccccc3)CC2)s1
    0, -7, -2, 1, 1, 108, 0, -6, 5
> O=C(Cc1cccs1)Nc1nc2ccccc2s1
    7, -5, 10[fluorescence artefact?], 8, -2, 87[fluorescence artefact?], 11, 2, 5
> O=C(CSc1nc2ccsc2c(=O)n1NC(=O)c1ccccc1)Nc1nccs1
    ·, -5, 2, 2, ·, 96, 2, 12, -1
> CC(=O)c1cc2c(cc1NC(=O)CSc1nc3ccccc3o1)OCO2
    0, 2, -12[fluorescence artefact?], -13, -3, 150, 3, -19, 8
> O=S(=O)(NCCSCc1ccc(Cl)cc1Cl)c1ccc2c(c1)OCCO2
    4, 6, ·, ·, -7, ·, 0, 4, 14
> COc1ccccc1C(=O)OCc1c(F)cccc1Cl
    ·, -2, ·, ·, ·, ·, 0, -12, 5
> Cn1c(=O)c2c(ncn2Cc2ccccc2)n(C)c1=O
    ·, -10, -1, 5, ·, 88, -1, 0, 2
> O=C(NCC1CCCO1)C1CCN(S(=O)(=O)N2CCCC2)CC1 (stereo not drawn)
    ·, 8, 2, -9, ·, 123, -3, -4, 4
> COc1ccc(S(=O)(=O)N2N=C(C)Oc3ccccc3C2=O)cc1
    ·, 15, 7, 3, ·, 95, 0, -13, 5
> O=C(CCNS(=O)(=O)c1cccs1)Nc1nccs1
    ·, 10, -4, -6, ·, 124[fluorescence artefact?], 83*, 19, 6
> Cc1cccc(N(CC(=O)NC2CCCCC2)C(=O)CCC(=O)Nc2ccccn2)c1
    18, ·, 11, 4, 4, 79, ·, ·, ·
> CCc1cc2cc(C)c(C)cc2nc1SCC(=O)NNC(=O)c1ccco1
    ·, 2, ·, ·, ·, ·, 4, -11, 0
> COc1cccc(S(=O)(=O)NCc2ccc(C(=O)NCC3CCCO3)cc2)c1 (stereo not drawn)
    -26, -17, -3[fluorescence artefact?], -2, 1, 108, -6, -7, 6
> CSCc1c(C(=O)NC2CCCc3ccccc32)oc2ccccc12 (stereo not drawn)
    10, 17, ·, ·, -1, ·, 3, -12, 9
> Nc1nc(SCC(=O)NCc2ccco2)[nH]c(=O)c1-c1ccccc1
    -20, 8, 2, 0, -1, 97, 0, -14, 4
> CC1(C)Cc2ccccc2-c2nnc(SCc3ccc(C#N)cc3)n21
    -1, 14, 4, 6, -4, 116, -1, -2, 8
> CNCc1ccccc1Sc1ccc(OC)cc1
    -3, -33, ·, ·, -3, ·, 2, -11, -7
> COc1ccccc1-c1nc(C#N)c(N2CCC(Cc3ccccc3)CC2)o1
    69, -28, 6[fluorescence artefact?], 2, -8, 85, -4, -5, 2
> CC(=O)N(CCC1(C(C)C)CCOC(C)(C)C1)Cc1ccco1 (stereo not drawn)
    -5, -8, 4, 1, -4, 80, -2, -6, 1
> O=C(c1ccc(Cl)c(F)c1F)N1CCCC1
    17, 16, -15, -8, 2, 117, -1, -9, -3
> O=[N+]([O-])c1cc(C(F)(F)F)ccc1N/N=C/c1cc2ccccc2nc1Cl
    -23, 20, ·, ·, -2, ·, -3, -13, 12
> Cc1cc(OC(=O)c2ccccc2Cl)cc(=O)n1C
    3, 26, ·, ·, 4, ·, 2, -7, 1
> COc1ccccc1CNC(=O)CCCN1C(=O)COc2ccc(C)cc21
    -3, 7, 7, 0, -2, 114, -7, -1, 2
> COCCNC(=O)C(c1cccs1)N(C(=O)Cn1nnc2ccccc21)c1ccc(OC)cc1 (stereo not drawn)
    ·, 1, -10[fluorescence artefact?], -10, ·, 107[fluorescence artefact?], 0, 1, -2
> CCCCN=C1N/C(=C\c2ccco2)C(=O)N1c1ccccc1
    ·, 27, ·, ·, ·, ·, 2, -13, 0
> O=c1onc(-c2cccs2)n1Cc1ccccc1
    ·, -10, -1, -7, ·, 95, -11, -5, -1
> Cc1cc(NC(=O)CN2CCOCC2)n(-c2nc3ccccc3s2)n1
    2, 29, -9, -5, -5, 106, -1, -16, 11
> COc1ccc(Cc2nnc(NS(C)(=O)=O)s2)cc1
    -5, 3, 9[fluorescence artefact?], 20, -5, 100, -1, -2, 8
> CCOCCCNC(=O)C(NC(=O)C1CCC(=O)N1)c1ccc(C)cc1 (stereo not drawn)
    6, 8, 2[fluorescence artefact?], 4[fluorescence artefact?], -5, 112[fluorescence artefact?], -1, -5, 4
> Cc1cc(C(F)F)n2ncc(C(=O)N3CCCCC3)c2n1
    ·, -12, -14[fluorescence artefact?], -22, ·, 102, -2, -14, -2
> CC1CCC(N2CCN(c3ncccn3)CC2)C1 (stereo not drawn)
    8, 11, 2, 15, 0, 105, 2, -3, 0
> CCn1nc(C)cc1Nc1ccccc1
    2, 15, -8, -16, -6, 95, -1, -5, 1
> Cc1ccc(NC(=O)CC2NCCNC2=O)cc1 (stereo not drawn)
    -13, 2, -6, -9, -2, 160[fluorescence artefact?], 1, -5, 1
> COC(=O)c1ccccc1NC(=O)c1ccccc1NS(C)(=O)=O
    -15, 2, 0, -4, 0, 111, -1, -10, 2
> CCOC(=O)C1=NN(C(=O)Nc2ccc(OC)cc2)C2C(=O)N(c3cccc(C(F)(F)F)c3)C(=O)C12 (stereo not drawn)
    -10, -25, ·, ·, 5, ·, -5, -8, 0
> COc1ccc(N(CC(=O)NCc2cccs2)S(=O)(=O)c2c(C)nn(C)c2C)cc1
    5, 1, 2, -2, 0, 114, -2, -7, -2
> Clc1ccc(Cc2ccc(Cl)nn2)c(Cl)c1
    3, -37, ·, ·, 0, ·, 0, -3, -1
> Cc1ccccc1OCC(=O)N1N=C(C(F)(F)F)CC1(O)C(C)(C)C (stereo not drawn)
    ·, -2, 0, -9, ·, 105, 0, -9, 4
> CCOc1ccccc1NC(=O)COc1cccc(-n2cnnn2)c1
    ·, -27, 2[fluorescence artefact?], 5[fluorescence artefact?], ·, 106, 4, -4, 11
> CCOC(=O)c1sc(C)c2c(=O)n(CC)nnc12
    -43, 13, -5, 2, -2, 104, -2, -3, 4
> COc1ccc(OC)c(-n2nnnc2SCC(=O)Nc2nc(C)c(C)s2)c1
    -19, 9, -4, 4, -1, 117, 2, -7, 2
> CC1(C(=O)NC23CC4CC(CC(C4)C2)C3)CC1(Cl)Cl (stereo not drawn)
    -3, 4, ·, ·, -2, ·, 1, -19, 4
> CCOCCOC(=O)C1=C(C)Nc2ccc(C)cc2S1
    -11, ·, -5, -3, -3, 91[fluorescence artefact?], ·, ·, ·
> CCOc1ccc(C2C(C#N)=C(N)SC(N)=C2C#N)cc1OC
    -2, ·, 0[fluorescence artefact?], 2[fluorescence artefact?], -3, 101, ·, ·, ·
> Cc1nn(-c2ccccn2)c(C)c1Oc1ccccc1O
    -6, -43, -11, -4, -3, 97, 3, -3, 0
> COc1ccc(-c2nc3n(n2)C(c2cccnc2)C(C(N)=O)=C(C)N3)cc1 (stereo not drawn)
    ·, -13, -20, -31, ·, 102, 5, 1, 10
> CC(=O)Nc1ccc2nc(C3CCCCC3)[nH]c2c1
    ·, 20, ·, ·, ·, ·, -3, -3, 7
> O=C(c1cc2sccc2n1Cc1ccccc1)N1CCc2ccccc21
    -24, 1, 5[fluorescence artefact?], 14[fluorescence artefact?], 0, 509*, 2, -2, 9
> Cc1ccc(C)n1NC(=O)c1ccccc1Cl
    -31, -4, 13, 12, -1, 101[fluorescence artefact?], 1, -6, 3
> N#Cc1ccsc1NC(=O)COC(=O)CCCSc1nc2ccccc2s1
    -6, -25, 7, 10, 19, 99[fluorescence artefact?], 2, -6, 19
> CCn1c(SCC(=O)N2CCCCC2C)nc2ccsc2c1=O (stereo not drawn)
    -3, 9, 6, -2, 0, 98, 0, -14, -3
> CCc1cc2c(cc3c(=O)n(CC(=O)NCCCN4CC(C)CC(C)C4)ncn32)s1 (stereo not drawn)
    -8, 11, ·, ·, -2, ·, 0, -13, 2
> CC(=O)c1cc(-c2ccccc2)n(CC(=O)NC2CCCC2)c1C
    11, -14, 3[fluorescence artefact?], -14, 0, 112[fluorescence artefact?], -1, -10, 6
> O=C(Nc1ccc(N2CCN(Cc3ccccc3)CC2)cc1)c1ncn[nH]1
    -5, 1, 27[fluorescence artefact?], 16[fluorescence artefact?], -1, 107, 3, 5, -5

(list continues)
Second line of a record: Mac1 fbg inh, Plk1 PBD FP, ERb coact inh, ERa coact inh, CD11b adhes enh, ERa SRC1 pot, FAK inh, PLK1 inh, Rev-RRE block
> CCOC(=O)C1CCCN(c2c(NCCN(C)Cc3ccccc3)c(=O)c2=O)C1 (stereo not drawn)
    9, 7, -9, -9, -2, 108, 2, -18, 4
> CCOC(=O)c1c(NC(=O)CSc2n[nH]c(N)n2)sc(CC)c1C
    0, ·, -4, -1, -4, 89, ·, ·, ·
> O=C(NCc1ccccc1)N[C@@H](Cc1c[nH]c2ccccc12)C(=O)O
    4, 1, 5[fluorescence artefact?], 8, 1, 106, -1, -2, 8
> CN(c1ccc(OCC(=O)Nc2ccc3[nH]c(=O)[nH]c3c2)cc1)S(=O)(=O)c1ccc(Cl)cc1
    6, -2, 7, 17, -2, 114, 3, -5, 5
> Cc1cc(C(=O)COC(=O)C2COc3ccccc3O2)c(C)n1CC1CCCO1 (stereo not drawn)
    ·, 11, 7, 2, ·, 101, -3, -11, 3
> O=C(NCCO)c1ccccc1O
    -4, 0, 4, -5, 7, 102, 2, -8, 7
> CCOC(=O)Oc1ccc2oc(=O)cc(C)c2c1
    7, ·, 2, -1[fluorescence artefact?], 0, 97[fluorescence artefact?], ·, ·, ·
> O=c1cc(-c2ccccc2)c2c([nH]1)CCCC2
    ·, -7, -6, -3, ·, 98, 1, -5, 2
> Cc1cnn(C(=O)c2ccccc2Br)c1
    3, ·, 20[fluorescence artefact?], 31, -3, 96, ·, ·, ·
> N#Cc1ccccc1OCC(=O)NC(N)=O
    -1, -3, ·, ·, -2, ·, -2, -2, 12
> O=C(CCSc1nc(-c2ccc3c(c2)OCO3)cc(C(F)(F)F)n1)NCc1ccccc1
    ·, 6, 1[fluorescence artefact?], 24[fluorescence artefact?], ·, 114, 2, -3, 9
> O=C(O)CSc1nnc(-c2ccncc2)n1CCc1ccccc1
    -6, -6, 2, -5, -3, 137, -1, -5, 4
> Cc1nnsc1NC(=O)OCC(C)(C)C
    6, 10, -10, -3, -4, 114, -4, -16, 1
> CCCCOc1ccc(-c2nnc(-c3ccncc3)o2)cc1
    22, ·, 2[fluorescence artefact?], 4[fluorescence artefact?], 2, 114, ·, ·, ·
> Cc1ccc(C)n1/N=C1/NC(=O)CS1
    -6, -23, 26, 29[fluorescence artefact?], -1, 75[fluorescence artefact?], -3, -8, 6
> CN(Cc1nc(-c2ccncc2)no1)S(=O)(=O)c1ccc(Br)cc1
    2, -9, 4, -3, 4, 119, 0, -8, -2
> CCn1c(N)c(C(=O)NCCOC)sc1=S
    -1, -9, -7, 16, -1, 96, 0, -7, 11
